Shn3 3UTR inh: reduction of Shn3 3'UTR firefly luciferase signal, primary screen, Schnurri-3 inhibitor project, cell-based, Clone20 osteoblasts, set 2. inhibition, % at 12.5 µM. 360,000 tested, 0.52% active. Clone20 osteoblast Shn3 3'UTR firefly luciferase, 24 h;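 active means mean inhibition of at least 75% with every replicate also reaching 75%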;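 further: 0% = median of neutral control wells and 100% = pilot-screen positive control compound; some compounds past the cut are filed as inactive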
NR2E3 ag-1: NR2E3 agonists in two-hybrid cells, primary screen, cell-based, luminescence, CHO-S, Gal4-NCOR/VP16-NR2E3. Photoreceptor-specific nuclear receptor (Homo sapiens), Q9Y5X4. luciferase. inhibition of corepressor binding, % at 3.98 µM. 360,000 tested, 0.35% active. AID 602229, 2012;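 active means inhibition above the mean of all tested compounds plus 3 SD, cut at about 70% in these data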;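 further: 0% = DMSO with NR2E3 transfected cells and 100% = cells lacking NR2E3 construct; higher means lower luciferase signal from less NR2E3 corepressor binding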
Target sequence (Q9Y5X4 whole entry, looked up, the tested form may be a part): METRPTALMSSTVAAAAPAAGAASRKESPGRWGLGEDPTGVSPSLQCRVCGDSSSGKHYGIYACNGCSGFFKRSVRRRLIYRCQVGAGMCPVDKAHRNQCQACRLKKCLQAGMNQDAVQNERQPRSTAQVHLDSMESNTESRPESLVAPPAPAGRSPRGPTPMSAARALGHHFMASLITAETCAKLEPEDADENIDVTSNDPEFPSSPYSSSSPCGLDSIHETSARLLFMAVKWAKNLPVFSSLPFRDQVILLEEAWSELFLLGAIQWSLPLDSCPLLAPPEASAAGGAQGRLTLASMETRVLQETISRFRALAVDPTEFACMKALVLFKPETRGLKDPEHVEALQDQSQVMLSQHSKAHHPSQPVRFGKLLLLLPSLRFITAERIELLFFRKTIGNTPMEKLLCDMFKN
m5-HT2A agonist: mouse Htr2a agonists via beta-arrestin recruitment, primary screen, cell-based, luminescence | activation, % at 7.6 µM | AID 624169, 2012 | 360,000 tested, 0.66% active | CHO-K1 mHTR2A beta-arrestin complementation; percent of 30 µM serotonin response | 5-hydroxytryptamine receptor 2A (Mus musculus), P35363;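 active means activation above a run cutoff, the mean activation of all tested compounds plus 3 SD, cut at about 14% in these data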;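 further: 0% = plate median of compound wells and 100% = 30 µM serotonin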
HIF-2a inh: HIF-2a reporter inhibitors, primary screen, luminescence, 786-0 RCC cells; 360,000 tested, 0.72% active; 786-0 RCC cells HIF-2a reporter, luciferase luminescence, overnight; inhibition, % at 18.8 µM; AID 624352, 2012;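 active means inhibition of the luminescence signal of 40% or more relative to plate controls, in a single-dose primary screen at 18.75 µM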
PDI inh: inhibitors of human PDI, primary screen, biochemical, turbidity, single point, plate reader; 350,000 tested, 0.052% active; inhibition, % at 10 µM; Protein disulfide-isomerase (Homo sapiens), P07237; PDI insulin aggregation turbidity, A650, 90 min;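 active means mean inhibition across replicates of 30% or more, whatever share of single replicates reach that level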;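 further: absorbance from insulin aggregation driven by PDI reduction with DTT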
Target sequence (P07237 whole entry, looked up): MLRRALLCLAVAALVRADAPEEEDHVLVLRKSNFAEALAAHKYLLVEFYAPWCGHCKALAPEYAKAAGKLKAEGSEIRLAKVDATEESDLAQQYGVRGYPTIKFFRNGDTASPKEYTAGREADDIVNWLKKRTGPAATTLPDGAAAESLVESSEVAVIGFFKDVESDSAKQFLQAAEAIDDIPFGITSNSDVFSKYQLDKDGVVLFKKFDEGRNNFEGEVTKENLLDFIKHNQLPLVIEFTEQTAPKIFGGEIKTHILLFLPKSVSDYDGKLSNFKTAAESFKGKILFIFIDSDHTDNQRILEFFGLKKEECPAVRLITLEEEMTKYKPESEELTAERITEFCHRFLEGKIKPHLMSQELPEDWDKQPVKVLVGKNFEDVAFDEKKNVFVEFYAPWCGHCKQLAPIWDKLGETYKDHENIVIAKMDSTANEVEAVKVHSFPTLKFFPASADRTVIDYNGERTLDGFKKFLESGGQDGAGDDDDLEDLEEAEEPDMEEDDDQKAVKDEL
NR2E3 ag-2: inhibitors of NR2E3-RetCOR corepressor binding, primary screen, NR2E3 agonist project, biochemical, TR-FRET, GST-NR2E3, biotin-RetCOR; 1536-well; 320,000 tested, 0.12% active; AID 2300, 2010; Photoreceptor-specific nuclear receptor (Homo sapiens), Q9Y5X4; inhibition of corepressor binding, % at 4.78 µM;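 active means percent inhibition above the cutoff of mean plus 3 SD of all tested compounds, set per screening campaign, cut at about 20% in these data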;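 further: 0% = DMSO wells and 100% = biotin wells as full block of FRET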
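Material: NR2E3–RetCOR corepressor complex / Incubation: Compound–protein incubation for 5 h at 4 °C / Dosing: compound at 4.8 µM, single dose / Detection: time-resolved FRET / Benchmarks: high control biotin, low control 0.6% DMSO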
Peg3 prom inh: Peg3 promoter-driven luciferase inhibitors, primary screen, cell-based, HeLa, luciferase luminescence. HeLa PEG-Prom luciferase reporter, overnight. 360,000 tested, 1.7% active. inhibition, % at 20 µM;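 active means inhibition of at least 50% at 20 µM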
hiPSC survival: enhancers of single-cell hiPSC survival, primary screen, ATPlite luminescence; survival enhancement, % at 20 µM; 360,000 tested, 0.044% active; 100% = ROCK inhibitor wells, 0% = DMSO; in the data active means survival enhancement above about 18%;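 further: cells exposed to compounds for 16 hours before the ATP read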
H9c2 protect: cardioprotection against H2O2-induced cell death, primary screen, uHTS, H9c2 cells, ATPLite luminescence | H9c2 cardiomyocytes, H2O2 injury protection, 2 h | 360,000 tested, 0.63% active | protection from H2O2 cell death, % at 20 µM | AID 588492, 2011;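 active means compounds giving at least 50% protection of heart cells from peroxide-induced death in the single-dose screen, raw or plate-pattern-corrected value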;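 further: 0% = DMSO wells with peroxide and 100% = DMSO wells without peroxide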
TRPM1 prom inh: inhibitors of MITF-dependent TRPM1 promoter reporter, primary screen, cell-based, SK-MEL-5, single point, luciferase | 330,000 tested, 0.83% active | SK-MEL-5 TRPM1 promoter luciferase, 24 h | AID 488899, 2010 | inhibition, % at 12.5 µM;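 active means mean inhibition across replicates of 60% or more, whatever share of single replicates reaches that level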; further: values of inactives mirror those of a sister screen read the other way
CaV13 ICDI inh: Primary screen for inhibitors of IQ motif and Ca2+-dependent inactivation inhibitor domain binding in CACNA1D, Förster resonance energy transfer in living cells, …; HEK cells, CFP/YFP FRET ICDI-IQ, plate reader, 10 min; percent FRET-ratio fall versus neutral wells; inhibition, % at 12.3 µM; 340,000 tested, 0.098% active; AID 743397;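 active means mean replicate inhibition of at least 30% and at least 1% of replicates passing that level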;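 further: 0% = median of the neutral control wells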
* hit, by the source's call; x = not tested or not shown.

Values in the order: NR2E3 ag-1	PDI inh	TRPM1 prom inh	m5-HT2A agonist	HIF-2a inh	Shn3 3UTR inh	Peg3 prom inh	hiPSC survival	H9c2 protect	NR2E3 ag-2	CaV13 ICDI inh
CCOC(=O)c1cc(CC)sc1NC(=O)CCC(=O)O
→ -14	-6	-8	2	18	-23	8	2.0	11	3	1
O=S(=O)(Nc1ccc2c(c1)OCO2)c1ccccc1
→ 0	-3	13	0	10	16	-11	-3.9	1	-1	-5
CC12CCC(=O)N1C(C(=O)Nc1cc(S(=O)(=O)N3CCCCCC3)ccc1OCC(F)(F)F)CS2 (configuration not stated)
→ -33	3	9	3	13	8	9	-0.2	2	2	x
CC(=O)Oc1ccc(NC(=O)CCC2CCCCC2)c(C(=O)O)c1
→ -17	3	-9	0	6	-6	-161	-1.0	5	0	-5
CCN(CC(=O)Nc1ccc(NC(C)=O)cc1)C(=O)Cc1cccc2ccccc12
→ -22	-3	4	1	15	12	5	-0.3	-2	3	-3
COc1ccccc1N1CCN(/N=C\c2cccnc2)CC1
→ 4	-2	-18	2	-33	-39	-31	-0.3	-1	0	-3
COc1ccc(Cc2nc(-c3ccccn3)no2)cc1
→ -92	1	-26	2	-106	-29	-137	-1.6	3	3	-4
CCOC(=O)c1ccc(NC(=O)c2nn(C)cc2Br)cc1
→ -78	4	-77	-1	-267	-45	-247	-4.7	-12	-2	-5
COc1ccc(S(=O)(=O)N2CC(C(=O)O)Oc3ccccc32)cc1 (configuration not stated)
→ 0	6	3	3	21	5	13	0.2	7	-1	-19
Cc1cccc(-n2c(Cc3ccccc3)n[nH]c2=S)c1
→ -16	0	-4	0	7	-15	14	-0.8	0	0	-7
Cc1[nH]c(=O)c(C(=O)c2ccccc2O)cc1C(=O)O
→ -30	-7	3	1	14	13	7	-0.7	-4	5	-1
CC1(C(=O)NS(=O)(=O)c2ccc(Cl)s2)CCN1C(=O)Cc1cc(F)ccc1F (configuration not stated)
→ -15	-7	x	-2	-4	8	-4	-0.7	0	x	-5
CCOc1ccc2c(c1)C(C)=CC(C)(C)N2C(=O)Nc1ccccc1F
→ -6	-4	9	5	-27	-5	-11	0.3	-1	-8	-16
Cc1ccc(C)c(NC(=O)CCN2C(=O)C3CC=CCC3C2=O)c1 (configuration not stated)
→ -27	3	0	-9	3	-8	-6	-0.1	7	-1	-3
Cc1csc(NC(=O)CSc2ccc3nnc(CCNS(=O)(=O)c4ccccc4)n3n2)n1
→ -27	5	2	2	6	4	3	1.1	6	2	-5

As entered above:
In PDI inh, CCOC(=O)c1cc(CC)sc1NC(=O)CCC(=O)O has -6
In H9c2 protect, CC12CCC(=O)N1C(C(=O)Nc1cc(S(=O)(=O)N3CCCCCC3)ccc1OCC(F)(F)F)CS2 (configuration not stated) has 2

Later entries:
Values in the order: NR2E3 ag-1	PDI inh	TRPM1 prom inh	m5-HT2A agonist	HIF-2a inh	Shn3 3UTR inh	Peg3 prom inh	hiPSC survival	H9c2 protect	NR2E3 ag-2	CaV13 ICDI inh
CN(CC(=O)Nc1ccc(Cl)c(C(F)(F)F)c1)C(=O)CCCc1nc2ccccc2c(=O)[nH]1
→ -36	8	3	-7	1	14	29	0.0	37	3	-2
OC(COc1ccccc1)CN1CCOCC1 (configuration not stated)
→ -19	2	-1	0	10	-8	7	0.0	-2	-1	-9
CN=C(Nc1ccc(C(=O)OC)cc1)SC1CC(=O)N(c2ccccc2F)C1=O (configuration not stated)
→ -6	-3	9	7	2	-19	-21	-1.1	-7	0	x
CC(=O)N(Cc1cc2cc(C)ccc2[nH]c1=O)c1cccc(C)c1C
→ -3	-8	10	5	-3	1	19	1.5	-1	4	-1
O=C(COC(=O)c1ccccc1Nc1ccccc1)Nc1ccccc1
→ -12	8	-3	-4	8	0	-3	1.0	2	0	-14
CC1(C(=O)NC2CCCC2)CCC(=O)N1CCC1=CCCCC1 (configuration not stated)
→ 4	3	-1	2	12	-11	2	-0.8	-2	0	0
COc1cc(OC)c(C(=O)NCc2ccc3c(c2)OCO3)cc1OC
→ -8	0	13	-2	18	-12	13	-0.2	6	-2	-3
Cc1ccc(S(=O)(=O)N2CCN(CN3C(=O)CC4(CCCC4)C3=O)CC2)cc1
→ -18	0	-1	2	6	14	11	-0.4	5	x	-5
Cc1cc(=O)[nH]c(SCC(=O)Nc2nnc(CC(C)C)s2)n1
→ 2	7	2	0	21	3	11	1.0	6	-2	-6
CCN(C/C=C/c1ccccc1OC)Cc1ccccc1
→ -14	5	-8	-6	15	26	7	-0.1	7	2	-3
COc1ccc(C)cc1NC(=O)CCCN1C(=O)CN(C)C1=O
→ 17	1	-4	3	-8	-24	-7	-0.4	9	0	-5
CCC(C)NC(=O)COC(=O)c1ccc(Cl)cc1O (configuration not stated)
→ -21	5	-3	-1	11	1	5	1.9	-9	0	-6
CC(C)(C)c1ccc(CC(=O)N2CCC2(C)C(=O)Nc2ccc3[nH]ncc3c2)cc1 (configuration not stated)
→ 57	3	x	6	28	67	14	-3.4	-15	x	-6
Cc1cccc(NC2(C(=O)O)CCCC2)c1
→ -6	1	-3	2	-5	-9	0	3.7	-2	x	-18
CCC(=O)N1CCC1(C)C(=O)Nc1ccc(OC)c(OC)c1 (configuration not stated)
→ -13	21	x	4	9	-9	2	2.5	0	x	-7

Values in the order: NR2E3 ag-1	PDI inh	TRPM1 prom inh	m5-HT2A agonist	HIF-2a inh	Shn3 3UTR inh	Peg3 prom inh	hiPSC survival	H9c2 protect	NR2E3 ag-2	CaV13 ICDI inh
O=C(O)c1ccc(N/N=C/c2ccc3ncccc3c2)cc1
→ -116	26	60	1	55*	41	71*	-0.9	-2	-6	-5
Cc1ccc(Cn2c(C3CCCN3c3nc(-c4ccc(F)cc4)cs3)nc3cc(C(F)(F)F)ccc32)cc1 (configuration not stated)
→ 5	-2	10	-6	-47	-7	-26	0.6	-5	3	-6
O=C(OC(C(=O)NCC1CCCO1)c1ccc(F)cc1)c1cccs1 (configuration not stated)
→ -13	2	5	0	-1	-16	-1	1.1	1	3	x
Cc1ccc(CN2CCN(CC(=O)N/N=C/c3ccc(C)o3)CC2)cc1
→ 1	-1	0	-2	17	7	6	-0.7	-2	-2	-13
O=C(/C=C/c1ccccc1)NC(=S)NNC(=O)c1ccco1
→ -21	-8	6	-2	-14	6	6	5.3	10	-1	x
O=C(C1=C(O)C(=O)N(CCCn2ccnc2)C1c1cccc(Br)c1)c1ccco1 (configuration not stated)
→ 3	-10	-7	8	10	3	4	2.0	0	34*	x
COc1ccccc1C(CNC(=O)CCNS(=O)(=O)c1ccc(Br)cc1)N1CCCC1 (configuration not stated)
→ -4	-2	10	-8	9	-10	-18	0.0	-2	x	-7
Cc1cc(C(=O)NNC(=O)NC(C)C)no1
→ 7	0	15	1	6	15	7	-0.4	-1	-2	-5
COc1ccc(CNC(=O)COC(=O)c2cnccn2)cc1
→ -5	-3	5	-6	5	-6	6	0.4	6	1	-4
CN(C)C(=O)CSc1nc(-c2ccccc2)nc2c1CCCC2
→ 22	-1	15	-5	9	13	7	0.2	2	-3	-5
CC(C)c1ccc(OCc2ccc(C(=O)N3CCCC3)o2)cc1
→ -112	1	-29	0	-202	-63	-277	0.2	-10	0	-8
O=C(NCc1cccnc1)Nc1ccc(F)cc1F
→ -6	0	3	3	-34	-17	-7	-1.4	-16	1	-4
O=C(Nc1ccc(N2CCOCC2)cc1)c1cccnc1
→ -8	0	-30	-6	-89	-28	-52	-0.4	-2	-6	-5
O=C(N/N=C/c1ccccc1F)c1cccc(NC(=O)c2ccccc2Cl)c1
→ 2	7	-33	-5	-150	-14	-94	-0.1	14	4	-2
COc1ccc(S(=O)(=O)N2CCC(C(=O)c3ccc4c(c3)OCCO4)CC2)cc1
→ -5	5	19	-3	7	-14	40	-0.7	-9	-2	-9

Values in the order: NR2E3 ag-1	PDI inh	TRPM1 prom inh	m5-HT2A agonist	HIF-2a inh	Shn3 3UTR inh	Peg3 prom inh	hiPSC survival	H9c2 protect	NR2E3 ag-2	CaV13 ICDI inh
Cc1ccc(C(=O)OCC(=O)Nc2ccc3[nH]c(=O)[nH]c3c2)cc1S(=O)(=O)N1CCOCC1
→ -19	-1	-1	2	2	-4	-2	0.4	0	3	x
Cc1ccc(S(=O)(=O)Cc2cc(-c3ccc(Cl)cc3)no2)cc1
→ -19	-1	-13	-1	-18	16	-24	0.5	-12	1	-1
COc1ccccc1NC(=O)N(C)C[C@@H]1OCc2cn(nn2)CCCC(=O)N([C@@H](C)CO)C[C@H]1C
→ -34	3	x	-2	5	10	-21	-1.2	22	x	-4
Cc1nc(NC(=O)c2ccccc2)sc1-c1csc(NCc2ccccc2)n1
→ -27	-1	-8	-2	-58	6	-25	-0.8	-6	-1	-2
COC(=O)Cn1c(=NC(=O)c2nc3ccccc3s2)sc2cc(S(N)(=O)=O)ccc21
→ -14	-4	57	3	26	47	9	-2.1	1	2	-4
O=C(NC1CCCCCCC1)c1cc([N+](=O)[O-])ccc1Cl
→ 8	2	-4	5	-9	2	-4	-0.6	9	-1	9
CC(=O)c1cc(F)c(N2CCN(C(=O)C(C)(C)C)CC2)cc1C
→ 3	4	6	-1	-3	33	4	1.8	-2	4	-3

Assay outcomes deposited in PubChem BioAssay by several laboratories.
